M5 ag: CHRM5 agonism in calcium assay. 360,000 compounds, 0.19% hits. CHO-K1 hM5 cells, Fluo-8 calcium fluorescence; 0% DMSO wells, 100% maximal acetylcholine response. P08912. activation, % at 3 µM;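 active = activation above the run's mean over test compounds plus 3 SD, cut at about 23% in these data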;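 note: signal is peak over basal fluorescence ratio across the kinetic read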
TAAR1 agonist: agonists of human TAAR1 | CHO RD-HGA16 TAAR1, Fluo-8 calcium fluorescence; vehicle wells 0%, saturating PEA agonist 100% | activation, % at 3 µM | 360,000 compounds, 0.99% hits;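 active = activation above the mean activation of all test compounds in the run plus 3 SD, cut at about 38% in these data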
Target sequence (Q96RJ0 whole entry, looked up): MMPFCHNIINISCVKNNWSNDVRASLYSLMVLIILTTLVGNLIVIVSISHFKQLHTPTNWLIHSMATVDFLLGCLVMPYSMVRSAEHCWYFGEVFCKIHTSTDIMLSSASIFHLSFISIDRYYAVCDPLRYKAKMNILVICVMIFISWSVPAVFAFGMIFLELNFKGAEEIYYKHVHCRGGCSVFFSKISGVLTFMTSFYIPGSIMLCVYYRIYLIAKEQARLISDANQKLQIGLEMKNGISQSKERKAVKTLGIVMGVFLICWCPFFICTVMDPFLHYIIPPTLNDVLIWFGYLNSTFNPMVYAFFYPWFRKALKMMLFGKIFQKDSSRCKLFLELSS
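Test system: RD-HGA16 (CHO) cells co-expressing Gα16 and hTAAR1; dosing: one-point dosing at 3 µM (nominal); timing: 17-24 h seeding, 75 min 37 °C dye, 30 min RT; signal: kinetic Fluo-8 calcium fluorescence; read-out basis: % activation relative to PEA EC100 response; controls: DMSO and PEA EC100; replicates: n 1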
CHO-K1 Ca PAM: M1 PAM counterscreen hit in parental CHO-K1 cells | 360,000 compounds, 0.02% hits | ATP EC20, Fluo-8 calcium fluorescence; 0% at ATP EC20, 100% at ATP max | activation, % at 3 µM;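 active = activation above the run cutoff, the mean activation of all test compounds plus 3 SD, cut at about 40% in these data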;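 note: peak over basal fluorescence ratio in a 140 s read after ATP addition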
M5 antag: blocks acetylcholine activation of human M5 receptor. 360,000 compounds, 0.59% hits. AID 624040. CHO-hM5 cells, Fluo-8 calcium fluorescence, ACh EC80. inhibition, % at 3 µM;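 active = inhibition above a per-plate cutoff, the mean of that plate's test compounds plus 3 SD, cut at about 27% in these data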;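 note: 0% = acetylcholine EC80 with DMSO and 100% = DMSO without agonist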
CRFR2-BP antag: blocks CRF-induced signaling of the CRF-BP/CRF-R2 complex | AID 588475 | 350,000 compounds, 0.59% hits | HEK293 CRF-R2/CRF-BP, CRF-induced calcium fluorescence | inhibition, % at 11.8 µM;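 active = inhibition of the ligand-induced calcium signal above about 50% at the single tested concentration, limit read from the data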
CRFBP-R2 agonist: agonists of human CRF-binding protein/CRF-R2 receptor complex. HEK293 CRF-R2/CRF-BP, calcium dye fluorescence (FLIPR); percent of saturating CRF peptide response. activation, % at 13.2 µM. 350,000 compounds, 0.46% hits. AID 588473;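 active = activation of at least 50%, plus an integration ratio under a set limit after plate pattern correction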;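 note: plate controls were neutral control wells without compound for no effect and CRF at EC100 for full effect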
M4 PAM: potentiates acetylcholine response at human M4 receptor. P08173. CHO-K1 hM4/Gqi5, Fluo-8 calcium fluorescence, ACh EC20; 0% = ACh EC20, 100% = maximal ACh. activation, % at 3 µM. 360,000 compounds, 0.4% hits. AID 624126;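 active = activation above its plate's cutoff, the mean activation of sample wells plus 3 SD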; note: some results filed as inactive read as strong as hits
Target sequence (P08173 whole entry, looked up): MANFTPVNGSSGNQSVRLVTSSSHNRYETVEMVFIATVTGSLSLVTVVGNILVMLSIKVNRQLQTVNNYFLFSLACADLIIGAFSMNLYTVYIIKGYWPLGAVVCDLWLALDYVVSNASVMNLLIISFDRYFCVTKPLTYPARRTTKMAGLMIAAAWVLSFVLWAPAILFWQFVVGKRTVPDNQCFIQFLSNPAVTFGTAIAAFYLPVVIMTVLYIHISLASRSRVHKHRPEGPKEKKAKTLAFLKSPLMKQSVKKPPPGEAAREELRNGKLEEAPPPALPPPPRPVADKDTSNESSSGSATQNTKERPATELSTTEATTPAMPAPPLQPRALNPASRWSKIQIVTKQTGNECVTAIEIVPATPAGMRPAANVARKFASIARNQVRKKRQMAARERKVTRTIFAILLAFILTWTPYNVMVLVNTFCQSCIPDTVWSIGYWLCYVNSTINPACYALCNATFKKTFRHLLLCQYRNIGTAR
CHRM5 PAM: potentiates acetylcholine response at human M5 receptor. P08912. CHO-K1 hM5, Fluo-8 calcium, ACh EC20 PAM; 0% = ACh EC20, 100% = ACh EC100. activation, % at 3 µM. 360,000 compounds, 0.3% hits. AID 624038;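 active = activation above the run cutoff, the mean activation of all test compounds plus 3 SD, cut at about 18% in these data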
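Measured by: Fluo-8 calcium fluorescence; material: human M5 receptor in CHO-K1 cells; schedule: Post-acetylcholine fluorescence recording 140 s; benchmarks: low control EC20 acetylcholine (0%), high control EC100 acetylcholine (100%); read-out: Max/basal fluorescence ratio as % of EC20–EC100 ACh window; compound: single dose, 3 µM nominal final test concentration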
TAAR1 antagonist: antagonists of human TAAR1; Q96RJ0; CHO RD-HGA16 TAAR1, Fluo-8 calcium fluorescence, antagonist; inhibition, % at 3 µM; 360,000 compounds, 1.5% hits;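 active = inhibition above a per-plate cutoff, the mean inhibition of test compounds on that plate plus 3 SD, cut at about 49% in these data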;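 note: 0% = DMSO plus EC80 beta-PEA response and 100% = DMSO alone without agonist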
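System: CHO RD-HGA16 cells bearing hTAAR1. Reagent: EC80 β-phenethylamine stimulus. Schedule: seeding 17-24 h prior, 75-min 37 °C, 30-min RT dye loading. Signal: Fluo-8 intracellular calcium dye fluorescence, real-time kinetic reads. Read-out: % inhibition from peak post-agonist over basal fluorescence ratio. Benchmarks: vehicle wells and EC80 agonist wells. Replicates: n of 1.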
Starred values were filed as active, the others as inactive; . = no result given.

molecule,M5 ag,TAAR1 agonist,CHO-K1 Ca PAM,M5 antag,CRFR2-BP antag,CRFBP-R2 agonist,M4 PAM,CHRM5 PAM,TAAR1 antagonist
O=C(NCCCc1nc2ccccc2[nH]1)c1ccco1,-1,0,-13,-10,-1,-0.8,6,7,13
COc1ccc(NC(=O)COC(=O)CC2CCCC2)cc1Cl,1,6,-10,0,2,0.5,-2,1,-29
CCOC(=O)c1csc(NC(=O)c2ccccc2)n1,3,2,-3,2,10,-0.9,0,-10,-4
CC(OC(=O)Cn1ccccc1=O)C(=O)Nc1cc(Cl)cc(Cl)c1 (centres undefined),0,14,6,5,-11,-4.5,9,-4,17
COc1cc(OC)cc(C(=O)NCC(=O)OC2CCOC2=O)c1 (centres undefined),-2,6,11,4,-1,0.0,2,1,-9
COc1ccc(NS(=O)(=O)c2ccc(NS(C)(=O)=O)cc2)cc1,1,18,0,-4,-6,0.6,-5,3,-9
COc1ccc(NC(=O)N[C@H]2C=C[C@@H](CC(=O)NC3CCC3)O[C@@H]2CO)cc1,1,1,.,-7,.,.,10,7,-5
CN(C)S(=O)(=O)c1ccc(Nc2ccc(-c3ccc4c(c3)OCCO4)nn2)cc1,4,16,11,9,-12,-0.7,3,-10,49*
CCCS(=O)(=O)Nc1c(C(=O)OC)[nH]c2ccccc12,-2,4,19,1,-17,2.4,2,-5,-6
COc1ccc(NC(=O)Nc2ccccc2SC)cc1OC,-1,1,10,-6,3,-0.8,-6,-2,-4
CCCOc1ccc(CC2CCC(=O)NC2=O)cc1 (centres undefined),-5,8,19,-9,1,-1.9,11,2,1
CCn1cc(C(=O)NC2CCCc3c2cnn3-c2cccc(C)c2C)cn1 (centres undefined),4,6,-2,27,.,.,-7,-20,2
CC1(C)CC(=O)c2sc(NC(=O)CN3CCCCC3)nc2C1,0,0,14,3,6,-1.0,5,-1,-19
O=c1oc2ccccc2c2c1C(c1ccc(Cl)cc1)Nc1ccc3ccccc3c1-2 (centres undefined),-2,6,20,4,5,1.4,5,1,-14
CCc1sc(C(=O)Nc2cc(S(=O)(=O)N3CCOCC3)ccc2OC)cc1C,-8,7,15,0,6,-3.6,2,-2,-3

molecule,M5 ag,TAAR1 agonist,CHO-K1 Ca PAM,M5 antag,CRFR2-BP antag,CRFBP-R2 agonist,M4 PAM,CHRM5 PAM,TAAR1 antagonist
CCc1nc(SCC(=O)N2CCC(C)CC2)c2c(=O)n(C)c(=O)n(C)c2n1,0,10,-1,4,-42,0.1,-9,-4,7
COc1cccc(-c2noc(CCC(=O)Nc3cccnc3)n2)c1,3,23,15,-7,-6,0.2,-2,-7,-7
CC(C)OP(=O)(OC(C)C)C(Nc1ccccc1)c1cccc2c1OCO2 (centres undefined),-1,0,10,6,-33,1.0,-2,-10,11
Cc1noc(C)c1CSc1nc2[nH]ncc2c(=O)n1-c1ccccc1,-9,1,21,-9,-7,2.0,10,11,5
Cc1cc(NC(=O)c2ccc(Cl)cc2Cl)no1,-2,7,13,11,-19,0.3,-2,2,-14
O=S(=O)(NC1=NCCCCC1)c1ccc(F)cc1,-1,3,7,2,10,-2.3,5,8,-13
COC(=O)c1cc(COc2ccc3c4c(c(=O)oc3c2)CCCC4)c(C)o1,-1,8,11,2,-5,0.8,-6,0,-11
COc1ccc(N=C(C)C2=C(O)c3ccccc3C2=O)cc1,-3,8,21,-5,-3,-4.2,-6,-2,18
COc1cc(NC(=O)Cc2ccc(Cl)cc2)ccc1NC(=O)c1ccco1,4,-1,5,-1,14,-0.7,-4,-6,2
CCOC(=O)[C@@H]1[C@H]2COc3ccccc3[C@@H]2N2C(=O)N(c3ccccc3)C(=O)[C@]12C,-1,17,-2,7,-2,-0.7,2,4,-1
CCN1CCN(C(C(=O)NC2CCCCC2)c2ccc(Cl)cc2)CC1 (centres undefined),-1,12,-7,10,-5,0.2,-8,-5,3
Cc1ccccc1CCNC(=O)CCn1nc(C)c2c(C)n(-c3ccccc3)nc2c1=O,-4,1,7,8,-4,0.7,0,-7,-20
CC(C)Cc1nnc(NC(=O)CCC(=O)N2CCN(c3ccccn3)CC2)s1,-1,0,22,3,8,-1.9,0,-1,10
CCCn1nc(C(=O)NNC(=O)c2ccc(C)c(C)c2)c2ccccc2c1=O,2,0,15,-1,15,-1.7,-4,-3,-7
O=C(COc1ncnc2ccccc12)Nc1ccc(Cl)c(S(=O)(=O)N2CCOCC2)c1,-1,0,4,3,3,-0.8,-4,4,-6

Complete entries, quoted from the list. Screens in order: M5 ag	TAAR1 agonist	CHO-K1 Ca PAM	M5 antag	CRFR2-BP antag	CRFBP-R2 agonist	M4 PAM	CHRM5 PAM	TAAR1 antagonist
CCc1nc(SCC(=O)N2CCC(C)CC2)c2c(=O)n(C)c(=O)n(C)c2n1 reads 0	10	-1	4	-42	0.1	-9	-4	7
CC(C)Cc1nnc(NC(=O)CCC(=O)N2CCN(c3ccccn3)CC2)s1 reads -1	0	22	3	8	-1.9	0	-1	10
Cc1noc(C)c1CSc1nc2[nH]ncc2c(=O)n1-c1ccccc1 reads -9	1	21	-9	-7	2.0	10	11	5

(list continues)
molecule,M5 ag,TAAR1 agonist,CHO-K1 Ca PAM,M5 antag,CRFR2-BP antag,CRFBP-R2 agonist,M4 PAM,CHRM5 PAM,TAAR1 antagonist
CCc1ccccc1N(C)S(=O)(=O)c1ccc2[nH]cc(C(=O)O)c(=O)c2c1,-7,2,5,4,-15,3.0,5,7,-5
O=C(N/C=C\c1ccccc1)NCc1ccc(Cl)cc1Cl,-4,0,7,-2,10,0.4,-5,-6,0
COc1ccccc1CNC(=O)C(=O)NCC(c1ccco1)N1CCOCC1 (centres undefined),0,3,-11,5,-5,-0.9,0,0,-15
COc1ccc(C(=O)Nc2nc(N)n(-c3ccccc3)n2)cc1OC,1,5,7,-10,5,-1.7,-3,6,-5
NC(=O)C1CCN(c2nnnn2-c2ccccc2)CC1,-1,18,7,12,-11,-1.0,7,0,0
CCOC(=O)c1c(C)[nH]c(C(=O)COC(=O)c2oc3ccc(OC)cc3c2C)c1C,-2,1,-5,0,7,-3.2,0,1,-19
O=C(CNC(=O)c1ccc(Br)o1)OCC(=O)c1cccc([N+](=O)[O-])c1,-6,4,18,2,7,-1.7,0,-1,-4
COc1ccccc1NC(=O)CN(c1ccc(C)cc1)S(=O)(=O)c1c(C)n[nH]c1C,-12,0,20,3,41,-2.7,-4,-14,2
Cc1ccc(S(=O)(=O)N2CCN(C(=O)C3CCCCC3)CC2)cc1,2,1,4,2,2,2.9,2,-5,13
Cc1ccc(N(C(C)C(=O)Nc2cccc(N(C)S(C)(=O)=O)c2)S(C)(=O)=O)cc1 (centres undefined),5,15,-16,10,0,1.5,-9,-11,24
Cc1cc(Nc2ccccc2)c2c([N+](=O)[O-])c(C)cc(C)c2n1,-8,0,14,7,-38,15,0,-7,16
Cc1ccc(/C=N/OC(=O)c2nn(C)cc2Cl)cc1,-1,-2,-12,-1,-8,-0.5,-4,4,-7
Cc1nn(-c2ccccc2)c2c1C(c1ccccc1)C(C#N)=C(N)O2 (centres undefined),-1,12,22,0,-11,-0.8,19,7,-12
N#Cc1cccc2cccc(S(=O)(=O)N3CCOCC3)c12,0,-1,-12,5,-4,-0.9,6,0,2
Cc1ccc(C)c(NC(=S)N2CCN(Cc3ccccc3)CC2)c1,-2,0,14,-5,1,-1.9,5,6,9

molecule,M5 ag,TAAR1 agonist,CHO-K1 Ca PAM,M5 antag,CRFR2-BP antag,CRFBP-R2 agonist,M4 PAM,CHRM5 PAM,TAAR1 antagonist
COc1ccccc1N1CCN(C(=O)C(=O)c2cn(CC(=O)N3CCCC3)c3ccccc23)CC1,-4,0,-11,12,62*,-1.4,-1,-2,2
CCOC(=O)COc1nc2c(c(-c3ccco3)c1C#N)CCc1ccccc1-2,2,1,5,6,10,1.3,-4,6,-30
Cc1cc(-c2ccccc2)nc(N/N=C/c2ccc([N+](=O)[O-])cc2)n1,-2,-2,9,6,-24,1.2,0,-4,-1
CCCCC(=O)Nc1ccc(C(=O)Nc2cccnc2)cc1,-1,7,-2,-2,-8,0.8,11,1,0
NC(=O)C1CC(=O)N(c2ccc(OCc3ccc(F)cc3)cc2)C1 (centres undefined),3,7,-16,7,-4,-0.5,-1,0,-5
CC(/C=N/NC(=O)c1nnn(-c2nonc2N)c1C)=C\c1ccccc1,-4,5,15,7,1,1.9,5,6,-10
O=C(Nc1cccc(-c2cnc3ccccc3n2)c1)c1cccc(NC(=O)c2ccco2)c1,4,19,8,26,-16,0.2,-24,-18,74*
Cc1cccc(NC(=O)CSCC(=O)N(C)CC(=O)Nc2cccc(F)c2)c1,3,5,-18,-5,1,-0.3,-3,-3,3
CCOC(=O)c1sc(C)c2c(=O)n(Cc3ccc(Cl)cc3)cnc12,-5,0,-5,5,-13,-0.5,9,-1,6
COc1ccc(C(=O)NNC(=S)NC(=O)c2cccs2)cc1,6,103*,6,4,-22,43,-2,-3,37
Cc1cc(S(=O)(=O)NCc2ccccc2)ccc1OCC(=O)N1CCOCC1,0,3,-1,0,31,-0.2,4,-1,11
Cc1ccccc1C(=O)N1CCN(c2ncnc3c2cnn3-c2ccccc2)CC1,-1,23,0,8,-28,-3.8,-6,-22,25
Cn1c(CSCc2ccccc2)nnc1SCC(=O)Nc1nccs1,4,8,-3,2,13,-1.0,-4,-5,11
Cc1ccc(NC(=S)N2CCC(NC(=O)c3ccccc3)CC2)cc1,-3,-3,13,-13,5,-1.2,12,15,3
CCC[N+](CC#Cc1ccccc1)(CCC)CC(=O)OCC,-1,1,8,7,-2,5.2,-11,-3,-21

molecule,M5 ag,TAAR1 agonist,CHO-K1 Ca PAM,M5 antag,CRFR2-BP antag,CRFBP-R2 agonist,M4 PAM,CHRM5 PAM,TAAR1 antagonist
O=C(NCc1ccccc1Cl)c1ccc2nc([C@@H]3O[C@H](CO)[C@@H](O)[C@H]3O)[nH]c2c1,0,3,-9,1,.,.,3,3,-29
Cc1ccc(S(=O)(=O)N2CCN(C(=O)COC(=O)/C=C/c3ccc(C(F)(F)F)cc3)CC2)c(C)c1,4,3,7,-2,7,5.0,-4,1,8
O=C(CN1CCN(Cc2ccccc2)CC1)N1CCCc2c1c(=O)oc1ccc(O)cc21,-5,16,10,1,-10,-0.2,-14,-4,5
O=C(NCCCN1CCOCC1)c1nn2c(C(F)(F)F)cc(-c3ccco3)nc2c1Cl,-5,-3,-1,20,-7,0.1,-2,-2,8
COc1ccc2nc(C)c(C(N)=O)cc2c1,-1,2,14,5,-4,-0.5,2,0,-27
COc1ccc(/C=N/NC(=O)c2nnn(-c3nonc3N)c2-c2cccc(OC)c2)cc1,22,149*,29,-1,-60,4.9,5,0,75*
O=C1OC2CCC1(c1ccccc1)C2 (centres undefined),1,-1,25,-5,14,-0.4,14,4,-20
COCCCNc1nc2ccccc2nc1NS(=O)(=O)c1ccccc1,-1,8,15,9,-9,0.1,-6,-7,-23
N#C/C(=C\c1ccco1)C(=O)Nn1cnnc1,4,2,6,2,-3,1.3,5,17,-22

Screening data deposited in PubChem by several laboratories.
